Assay outcomes deposited in PubChem BioAssay by The Scripps Research Institute Molecular Screening Center.
ARFGAP1 inh – inhibits rat ARF GTPase activating protein 1; Q62848; inhibition, % at 16.5 µM; 360,000 compounds, 0.26% hits; Arfgap1-stimulated ARF1 GTP hydrolysis, GDP FP detection;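 active means inhibition above a per-plate limit, mean inhibition of low control wells plus 3 SD, cut at about 25% in these data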;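 further: 0% = DMSO wells with enzyme and 100% = wells lacking Arfgap1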
Target sequence (Q62848 1-136 limits assumed): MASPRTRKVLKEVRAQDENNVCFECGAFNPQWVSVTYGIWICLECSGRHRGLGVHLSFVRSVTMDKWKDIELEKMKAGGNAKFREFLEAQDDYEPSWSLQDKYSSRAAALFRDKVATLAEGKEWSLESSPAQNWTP
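Material: rat Arfgap1 GAP domain (His6, aa 1-136), purified enzyme. Also added: human ARF1(Δ1-17)-GTP substrate. Compound dosing: 16.5 µM single point, 1.26% DMSO. Timing: enzyme reaction 120 min at 25 °C after 20 min preincubation. Signal: GDP detection by fluorescence polarization. Read-out basis: percent inhibition of GAP-stimulated GDP formation, scaled between DMSO and no-Arfgap1 medians.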
UHRF1 MBD2 ctr – UHRF1 methyl-DNA binding inhibition; Q96T88; 370,000 compounds, 0.75% hits; UHRF1 binding to methylated oligo, TR-FRET; AID 687016; inhibition, % at 4.4 µM; in the data active means inhibition above about 21%;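 further: UHRF1 SRA domain binding a hemimethylated CpG hairpin DNA probe; 0% = median of test compound wells and 100% = reference inhibitor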
Tn7 DDE FP – inhibitors of Tn7 peptide binding to human fibrin DD(E); 370,000 compounds, 0.13% hits; inhibition, % at 8.3 µM; AID 720508; FP displacement of FITC-Tn7 peptide from fibrin DD(E); 0% = median of compound wells per plate; P02675;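 active means inhibition above the mean of compounds falling within the control limits plus 3 SD of them, cut at about 14% in these data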;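 further: 0% = plate median of compound wells and 100% = 10 µM Aha-Tn7 peptide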
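Test system – human fibrin DD(E) · Times – 10 min preincubation, 3 h with tracer, room temperature · Detection – fluorescence polarization of the labelled Tn7 tracer · Measure – percent inhibition normalized to high-control wells · Benchmarks – high control wells with 10 µM unlabelled Aha-Tn7 peptide (full inhibition) · Repeats – singlicate testing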
proKLK7 act – activators of human kallikrein-7 zymogen; P49862; purified proKLK7, EDANS-DABCYL substrate fluorescence; 100% is mature enzyme control, 0% vehicle; activation, % at 7 µM; 370,000 compounds, 0.9% hits;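 active means activation above the mean of all tested compounds plus 3 SD, computed per campaign excluding outliers beyond control limits, cut at about 13% in these data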
Target sequence (P49862 whole entry, looked up): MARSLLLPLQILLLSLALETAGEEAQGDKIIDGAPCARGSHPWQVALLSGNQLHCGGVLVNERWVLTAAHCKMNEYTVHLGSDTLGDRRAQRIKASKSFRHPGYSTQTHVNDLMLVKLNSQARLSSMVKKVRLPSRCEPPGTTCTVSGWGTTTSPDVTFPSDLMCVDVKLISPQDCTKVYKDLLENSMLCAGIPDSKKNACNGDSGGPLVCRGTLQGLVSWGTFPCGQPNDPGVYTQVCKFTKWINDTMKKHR
MBD2 inh – MBD2-methylated oligo binding inhibition; Q9UBB5; TR-FRET, MBD2 binding to methylated oligonucleotide; inhibition, % at 4.4 µM; 370,000 compounds, 0.31% hits; AID 686964; in the data active means inhibition above about 13%
ADAM17 inh – inhibitors of human ADAM17; P78536; inhibition, % at 6.95 µM; recombinant ADAM17, EDANS/DABCYL FRET peptide cleavage; 370,000 compounds, 0.83% hits;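 active means inhibition above the mean of compounds lying between control limits plus 3 SD, set per campaign, cut at about 8.5% in these data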;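 further: 0% = DMSO-only wells as the low control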
Target sequence (P78536 215-824 limits assumed): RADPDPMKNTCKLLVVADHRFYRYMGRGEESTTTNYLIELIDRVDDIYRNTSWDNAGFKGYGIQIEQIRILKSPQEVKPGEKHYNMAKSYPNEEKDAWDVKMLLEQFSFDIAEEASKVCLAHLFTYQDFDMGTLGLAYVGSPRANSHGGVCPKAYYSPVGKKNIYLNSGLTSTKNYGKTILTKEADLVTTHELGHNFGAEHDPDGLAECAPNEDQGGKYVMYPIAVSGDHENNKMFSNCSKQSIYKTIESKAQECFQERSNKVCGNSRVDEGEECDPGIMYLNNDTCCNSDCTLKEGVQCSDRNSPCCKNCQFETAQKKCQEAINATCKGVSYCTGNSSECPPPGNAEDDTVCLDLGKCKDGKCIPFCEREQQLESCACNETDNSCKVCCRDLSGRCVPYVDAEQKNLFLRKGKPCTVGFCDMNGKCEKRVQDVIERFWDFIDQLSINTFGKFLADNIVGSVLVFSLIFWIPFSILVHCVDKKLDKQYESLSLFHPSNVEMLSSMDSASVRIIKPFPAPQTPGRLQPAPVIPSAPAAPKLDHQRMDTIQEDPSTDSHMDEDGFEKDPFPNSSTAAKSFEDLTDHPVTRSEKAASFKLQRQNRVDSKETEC
ASAP1 inh – ASAP1 ArfGAP inhibition; ASAP1-stimulated ARF1 GTP hydrolysis, GDP FP detection; inhibition, % at 16.5 µM; 360,000 compounds, 0.19% hits; AID 624377; in the data active means inhibition above about 25%;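 further: 0% = vehicle with enzyme and substrate and 100% = no enzyme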
PLC-beta3 inh – PLC-beta3 (human) inhibition, primary screen; Q01970; 370,000 compounds, 0.18% hits; AID 720704; inhibition, % at 12.2 µM; Purified PLC-beta3, fluorogenic substrate, fluorescence; in the data active means inhibition above about 11%;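 further: 0% = median of compound wells on plate and 100% = full blocker control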
PLCg1 inh – inhibitors of human phospholipase C gamma1. P19174. purified PLC-gamma1, fluorogenic substrate, fluorescence. inhibition, % at 12.2 µM. 370,000 compounds, 0.84% hits. AID 720700; in the data active means inhibition above about 9.5%
DDE Tn6 FP inh – inhibitors of Tn6 peptide binding to human fibrin DD(E). P02675. 370,000 compounds, 0.21% hits. inhibition, % at 8.3 µM. Fibrin DD(E) TRITC-Tn6 fluorescence polarization displacement. AID 720509;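 active means inhibition above a per-campaign cutoff: mean of compounds within control limits plus 3 SD, cut at about 15% in these data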;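 further: 0% = median of all compound wells on the plate and 100% = blocking peptide control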
* marks the source's active call; other numbers are inactive results; nt = not tested or not shown. Rows were taken by chance. About 4.1% of those tested had a hit in this group.

SMILES	ARFGAP1 inh	UHRF1 MBD2 ctr	Tn7 DDE FP	proKLK7 act	MBD2 inh	ADAM17 inh	ASAP1 inh	PLC-beta3 inh	PLCg1 inh	DDE Tn6 FP inh
Fc1ccc2c(c1)C(c1ccncc1)=NNC(c1ccccc1)=N2	2	-1	-6	-0.2	7	-1	2	2	2	-3
O=C(Nc1ccc2nc(N3CCOCC3)sc2c1)c1cc2ccccc2o1	4	0	4	-3.3	-1	-43	6	-147	-101	-3
CCc1nnc(NC(=O)CCN2C(=O)C3CCCCC3C2=O)s1 (configuration not stated)	-2	-1	3	-0.5	0	-2	-8	-3	-1	0
CCc1ccc(NC(=O)CSc2nc3ccsc3c(=O)n2CCCCCC(=O)O)cc1	2	1	-2	-0.3	-3	-3	4	-2	-1	0
O=C(CNc1ccc(Br)cc1)c1ccc(Br)s1	-1	-4	-5	-0.1	-3	-4	0	-4	0	2
O=C(OC12CCCN(C1)/C(=C/c1cccnc1)C2)c1ccco1 (configuration not stated)	nt	1	1	0.2	-2	-4	nt	-3	-2	-9
CCCOC(=O)C1=C(C)NC2=C(C(=O)CCC2)C1c1cccc(OC)c1OC (configuration not stated)	-7	-1	-5	3.4	-3	-106	11	-309	-216	-5
Cc1ccc(Nc2nnc(SCC(=O)NCCN3C(=O)CSC3=O)s2)cc1C	15	5	8	0.7	2	-3	-2	-1	1	-2
O=C(NCc1ccc(Cl)cc1)c1noc2c1CCCCC2	9	2	-1	0.5	-1	2	5	2	5	-1
COc1cccc(C2Nc3ccccc3NC3=C2C(=O)CC(C)(C)C3)c1 (configuration not stated)	5	-1	-6	-0.1	-1	-2	-1	-8	-7	-2
O=C(O)c1c[nH]c2ccc(F)cc2c1=O	0	4	-4	-0.9	0	2	-8	-2	5	-1
O=c1cc(N2CCc3ccccc32)[nH]c(=O)n1-c1ccccc1	3	-3	1	-0.9	-5	-14	1	-45	-34	-5
O=[N+]([O-])c1cc(NS(=O)(=O)c2ccc(Cl)nc2)ccc1Cl	-13	-1	8	0.2	-5	1	3	-4	1	-7
CC(=O)N1c2ccccc2NC2=C(C(=O)CCC2)C1c1ccc(F)cc1 (configuration not stated)	-4	1	2	0.3	2	-4	-4	-25	-18	0
Cn1c(SCc2cccc(C#N)c2)nc2ccccc2c1=O	4	-2	-2	0.2	-8	0	-2	2	5	8
CCCCn1c(CCn2nc(C)c(Br)c2C)n[nH]c1=S	11	1	-4	0.0	-4	4	14	3	3	1
C/C(=N\NC(=O)c1cccnc1)c1ccc(-n2ccnc2)cc1	1	0	-3	-0.6	-2	0	5	-1	-2	4
NC(=O)NC(=O)COC(=O)c1ccccc1OCc1ccc(F)cc1	-4	-1	3	1.0	4	-3	8	-10	0	-8
CC(C(=O)NCC1CCCO1)n1cc([N+](=O)[O-])cn1 (configuration not stated)	8	1	-3	-0.7	1	-6	1	-4	1	-1
NC(=O)NC(=O)CC1S/C(=N/N=C2/NC(=O)CS2)NC1=O (configuration not stated)	6	0	0	-0.2	0	-2	-20	-6	-1	-2
COc1ccccc1NCc1nnc(SCC(=O)N/N=C/c2ccco2)n1-c1ccc(Cl)cc1Cl	11	3	1	-0.6	8	-2	11	0	4	-8
O=C(COc1ccccc1F)N1c2ccccc2CCc2ccccc21	-1	1	2	-0.3	-1	-1	8	1	1	4
CS(=O)(=O)c1ccc(Cl)c(NC(=O)c2ccc(-n3cncn3)c([N+](=O)[O-])c2)c1	-3	0	0	0.7	-6	-6	-6	-1	0	-10
O=C(NC1CCCCC1)c1cc(-c2ccc(Cl)cc2)on1	2	7	-3	-0.6	3	-4	4	1	7	-3
CC(=O)N1CCc2c(sc(NC(=O)c3cccc(N4C(=O)CCC4=O)c3)c2C(N)=O)C1	0	-9	-2	-0.3	-2	-9	10	-77	-47	0
COc1cc2c(cc1OC)C(=O)C(c1ccc3c(c1)OCO3)CC2 (configuration not stated)	-13	3	-14	0.0	-2	1	2	0	2	9
COC(=O)[C@]12C[C@H](CC(=O)NCC34CC5CC(CC(C5)C3)C4)C(=O)N(Cc3ccc(Cl)cc3Cl)C1=C[C@H](C(C)C)O[C@@H]2C1CC1	nt	3	-9	0.2	-2	4	nt	4	9	-2
O=[N+]([O-])c1ccc(C2=Nn3cnnc3SC2)cc1	6	-2	-2	0.5	-1	-5	-4	7	4	14
Cn1cccc1CN1CCC[C@]2(N[C@H](c3ccc(C(F)(F)F)cc3)[C@@H]3C(=O)N(Cc4ccccc4)C(=O)[C@@H]32)C1=O	9	-4	-2	0.3	2	2	-5	-3	2	6
O=[N+]([O-])c1cccc(CN2CCN(c3ncccn3)CC2)c1	0	5	-2	0.3	7	-5	4	-11	2	0
CC(=O)c1nnn(-c2cccc([N+](=O)[O-])c2)c1C	-5	2	-2	0.3	-1	0	11	0	1	2
CCCCn1c(=N)n(CC(O)c2ccccc2)c2ccccc21 (configuration not stated)	-8	0	3	-0.5	0	-3	-6	-4	2	3
CCOC(=O)/C=C/C(=O)OCC(=O)Nc1ccc(C)cc1	2	1	-3	-0.1	-1	1	10	2	2	1
Cn1cnnc1SCC(=O)NCCC1=CCCCC1	-9	7	4	-0.7	0	3	-5	-1	3	-3
CN(C)CCCNC(=S)N1CCN(c2nc(-c3ccccc3)cs2)CC1	-7	2	-3	0.0	-1	2	-1	-5	6	3
O=c1c2cc([N+](=O)[O-])ccc2nc2n1CCC2	-5	-1	0	0.3	2	-6	13	-9	4	4

The last two entries of the section above come first, to join the parts.
SMILES	ARFGAP1 inh	UHRF1 MBD2 ctr	Tn7 DDE FP	proKLK7 act	MBD2 inh	ADAM17 inh	ASAP1 inh	PLC-beta3 inh	PLCg1 inh	DDE Tn6 FP inh
CN(C)CCCNC(=S)N1CCN(c2nc(-c3ccccc3)cs2)CC1	-7	2	-3	0.0	-1	2	-1	-5	6	3
O=c1c2cc([N+](=O)[O-])ccc2nc2n1CCC2	-5	-1	0	0.3	2	-6	13	-9	4	4
Clc1ccc(SCCCCN2CCNCC2)cc1	-7	0	2	-1.1	-3	1	14	1	1	-1
CC(=O)N1CCc2cc(S(=O)(=O)NC(CC(C)C)C(=O)N3CCc4ccccc4C3)ccc21 (configuration not stated)	-1	-1	7	0.0	0	-6	-10	-2	-3	0
Cc1ccc(N(C(=O)Cn2nnc3ccccc32)C(C(=O)NCc2ccco2)c2cccnc2)cc1 (configuration not stated)	2	0	-5	0.7	-2	-1	-3	2	-1	-5
O=S(=O)(NCc1ccc2c(c1)OCO2)c1cccc2nsnc12	0	2	-3	0.3	-1	-3	-11	-2	3	4
Cc1cc(=O)oc2cc(OCC(=O)N3c4ccccc4CC3C)ccc12 (configuration not stated)	5	2	-3	-2.9	0	-32	3	-16	-13	-1
O=C(Nc1cccc(Cl)c1)OCc1cnc(Cl)s1	5	0	1	0.0	3	5	10	-3	8	-2
Cc1ccc(N(CC(=O)Nc2cccc(C)c2)S(=O)(=O)c2cccc3nonc23)cc1	-8	0	-3	0.7	2	1	1	-2	3	-3
CCC1(C)Cc2c(sc3c2c(=O)n(C)c2nnc(SCc4ccc5c(c4)OCO5)n32)CO1 (configuration not stated)	11	0	8	0.5	0	-4	-13	4	4	2
CC(=O)Nc1ccc(NS(=O)(=O)c2ccccc2)cc1	5	2	0	0.1	-1	5	-5	-1	1	5
Cc1cccc(C(=O)NCC(=O)OCC(=O)NC2CCCCC2)c1	2	0	-3	-0.2	-2	4	-1	5	1	9
COc1ccc(NC(C)=O)cc1S(=O)(=O)Nc1ccc(OCc2ccccc2)cc1	9	-2	-5	-0.1	-3	2	-3	-2	2	10
O=c1c2cc3cc(Cl)ccc3nc2ncn1CCc1c[nH]c2ccccc12	nt	-1	2	-0.6	2	1	nt	0	-4	-6

Another view of some results above:
molecule,ARFGAP1 inh,UHRF1 MBD2 ctr,Tn7 DDE FP,proKLK7 act,MBD2 inh,ADAM17 inh,ASAP1 inh,PLC-beta3 inh,PLCg1 inh,DDE Tn6 FP inh
Cn1cnnc1SCC(=O)NCCC1=CCCCC1,-9,7,4,-0.7,0,3,-5,-1,3,-3
CN(C)CCCNC(=S)N1CCN(c2nc(-c3ccccc3)cs2)CC1,-7,2,-3,0.0,-1,2,-1,-5,6,3
O=c1c2cc([N+](=O)[O-])ccc2nc2n1CCC2,-5,-1,0,0.3,2,-6,13,-9,4,4
Clc1ccc(SCCCCN2CCNCC2)cc1,-7,0,2,-1.1,-3,1,14,1,1,-1
CC(=O)N1CCc2cc(S(=O)(=O)NC(CC(C)C)C(=O)N3CCc4ccccc4C3)ccc21 (configuration not stated),-1,-1,7,0.0,0,-6,-10,-2,-3,0
Cc1ccc(N(C(=O)Cn2nnc3ccccc32)C(C(=O)NCc2ccco2)c2cccnc2)cc1 (configuration not stated),2,0,-5,0.7,-2,-1,-3,2,-1,-5
O=S(=O)(NCc1ccc2c(c1)OCO2)c1cccc2nsnc12,0,2,-3,0.3,-1,-3,-11,-2,3,4
Cc1cc(=O)oc2cc(OCC(=O)N3c4ccccc4CC3C)ccc12 (configuration not stated),5,2,-3,-2.9,0,-32,3,-16,-13,-1
O=C(Nc1cccc(Cl)c1)OCc1cnc(Cl)s1,5,0,1,0.0,3,5,10,-3,8,-2
Cc1ccc(N(CC(=O)Nc2cccc(C)c2)S(=O)(=O)c2cccc3nonc23)cc1,-8,0,-3,0.7,2,1,1,-2,3,-3
CCC1(C)Cc2c(sc3c2c(=O)n(C)c2nnc(SCc4ccc5c(c4)OCO5)n32)CO1 (configuration not stated),11,0,8,0.5,0,-4,-13,4,4,2
CC(=O)Nc1ccc(NS(=O)(=O)c2ccccc2)cc1,5,2,0,0.1,-1,5,-5,-1,1,5
Cc1cccc(C(=O)NCC(=O)OCC(=O)NC2CCCCC2)c1,2,0,-3,-0.2,-2,4,-1,5,1,9
COc1ccc(NC(C)=O)cc1S(=O)(=O)Nc1ccc(OCc2ccccc2)cc1,9,-2,-5,-0.1,-3,2,-3,-2,2,10

(listing goes on)
SMILES	ARFGAP1 inh	UHRF1 MBD2 ctr	Tn7 DDE FP	proKLK7 act	MBD2 inh	ADAM17 inh	ASAP1 inh	PLC-beta3 inh	PLCg1 inh	DDE Tn6 FP inh
CCCCC(=O)N(C)c1c(C)nc2ccc(C(=O)N3CCN(C(C)=O)CC3)cn12	2	-1	1	0.0	1	0	1	2	-1	3
Cn1ncc2c(N)nc(NCCO)nc21	-1	2	3	0.8	1	-8	6	-1	1	-4
COc1cc(NC(=O)c2cccc(Cl)c2)c(OC)cc1NC(=O)CN1CCCCC1	4	-3	8	-3.5	-2	4	-11	-8	-13	13
COCCNC(=O)[C@@H]1CSC2c3ccccc3C(=O)N21 (some centres not stated)	1	1	2	0.1	4	-6	-11	2	2	-4
COc1cc(OC)cc(C(=O)NC(=S)N2CCCCCC2)c1	-8	-1	4	0.1	-5	-2	-14	3	-1	7
CCN(CC)C(=O)Cc1cc(C(=O)O)c2ccccc2n1	-1	0	1	0.2	-2	-4	6	1	-2	-3
Cc1ccccc1-n1nc(C(=O)O)cc1-c1ccccc1	1	10	0	0.2	3	2	-2	4	-3	-2
